High-throughput results: PubChem BioAssay, several laboratories
SSB-PriA inh: inhibitors of Klebsiella pneumoniae PriA binding to SSB C-terminal tail, primary screen, biochemical, AlphaScreen | AlphaScreen SSBct-PriA binding, biotinylated peptide | 0.6% of 430,000 active | inhibition, % at 33 µM | PriA–SSB C-terminal tail interaction (Klebsiella pneumoniae); in the data active means inhibition mostly above about 37%, no sharp cut-off; inactive means mostly below about 20%;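 further: plate controls were negative control peptide for no effect and reference peptide for full effect; strong numbers were not always called active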
DUSP3 inh: VHR1 phosphatase inhibitors, primary screen, biochemical, absorbance, uHTS. 0.52% of 290,000 active. inhibition, % at 13.3 µM. recombinant VHR phosphatase, pNPP absorbance. AID 1654, 2009; in the data active means inhibition above about 50%; further: some compounds called inactive have numbers as strong as hits
Target sequence (P51452 whole entry, looked up): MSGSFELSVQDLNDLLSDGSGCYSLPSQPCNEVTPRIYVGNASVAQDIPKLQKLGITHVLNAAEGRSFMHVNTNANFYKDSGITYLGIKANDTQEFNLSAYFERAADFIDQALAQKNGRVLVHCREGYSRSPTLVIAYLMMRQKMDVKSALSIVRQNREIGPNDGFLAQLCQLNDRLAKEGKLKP
PrPC surface inh: inhibitors of human cell surface prion protein PrPC, primary screen, cell-based, TR-FRET; Major prion protein (Homo sapiens), P04156; TR-FRET read-out; inhibition, % at 13.8 µM; 0.43% of 370,000 active; in the data active means inhibition above about 24%; further: 0% = median of the test wells and 100% = reference compound wells
Rv3671c inh: Rv3671c serine protease inhibitors, primary screen, biochemical, fluorescence polarization, M. tuberculosis H37Rv | inhibition, % at 5.96 µM | 0.048% of 320,000 active | AID 2606, 2010; in the data active means inhibition above about 38%;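 further: extracellular domain of Rv3671c used as enzyme; 0% = enzyme with DMSO and 100% = no enzyme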
Target sequence (P9WHR9 whole entry, looked up, the tested form may be a part): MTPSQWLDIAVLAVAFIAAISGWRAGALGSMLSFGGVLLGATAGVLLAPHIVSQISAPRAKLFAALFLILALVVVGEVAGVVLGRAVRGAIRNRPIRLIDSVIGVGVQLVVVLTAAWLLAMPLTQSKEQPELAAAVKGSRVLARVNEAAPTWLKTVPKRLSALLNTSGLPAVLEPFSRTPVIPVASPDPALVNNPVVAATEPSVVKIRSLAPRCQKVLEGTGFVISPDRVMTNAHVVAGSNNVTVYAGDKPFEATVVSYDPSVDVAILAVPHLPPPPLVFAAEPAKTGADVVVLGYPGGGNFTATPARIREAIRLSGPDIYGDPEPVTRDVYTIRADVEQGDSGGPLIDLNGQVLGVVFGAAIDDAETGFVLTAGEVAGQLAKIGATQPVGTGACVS
Anthrax LF prot: Bacillus anthracis LF protease inhibitors, primary screen, biochemical, multiplex microsphere, MLPCN library; inhibition, % at 10 µM; multiplex microsphere protease cleavage assay; 0.12% of 360,000 active; further: plate controls were buffer without enzyme for full effect and enzyme alone for no effect
BoNT A protease: BoNT/A light chain protease inhibitors, primary screen, biochemical, flow cytometry, MLPCN library. inhibition, % at 10 µM. AID 588499, 2011. 0.17% of 360,000 active. multiplex microsphere protease substrate cleavage. Botulinum neurotoxin type A light chain protease (Clostridium botulinum A str. ATCC 3502); further: plate controls were buffer without enzyme for full effect and enzyme alone for no effect
MazF activator: activators of E. coli MazEF toxin-antitoxin RNase, primary screen, biochemical, fluorescence, uHTS; activation, % at 20 µM; Endoribonuclease toxin MazF (Escherichia coli (strain K12)), P0AE70; 0.32% of 350,000 active; AID 504720, 2011; FAM/BHQ RNA-DNA oligo cleavage fluorescence, 5 h; in the data active means activation above about 50%
Target sequence (P0AE70 whole entry, looked up): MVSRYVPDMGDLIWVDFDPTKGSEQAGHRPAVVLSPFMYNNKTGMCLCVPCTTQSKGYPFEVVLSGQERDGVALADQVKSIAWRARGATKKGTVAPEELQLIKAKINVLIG
CCHFV vOTU inh: CCHFV vOTU protease inhibitors, primary screen, biochemical, Pep-AMC substrate, fluorescence. Crimean-Congo hemorrhagic fever virus L polyprotein viral ovarian tumor (vOTU) protease …. inhibition, % at 11.5 µM. 0.55% of 370,000 active. AID 651958, 2012; in the data active means inhibition above about 30%; further: 0% = vehicle wells with enzyme and 100% = no enzyme wells
3CLpro inhibitor: SARS-CoV 3CLpro protease inhibitors, primary screen, biochemical, quenched FRET; Replicase polyprotein 1ab (Severe acute respiratory syndrome coronavirus), P0C6X7; recombinant SARS-CoV 3CLpro, quenched FRET peptide cleavage; inhibition, % at 6 µM; 0.14% of 290,000 active; in the data active means inhibition above about 12%
BoNT-F LC inh: BoNT/F light chain protease inhibitors, primary screen, biochemical, flow cytometry, MLPCN library; Multiplex microsphere protease cleavage assay; inhibition, % at 10 µM; 0.22% of 360,000 active; AID 588497, 2011; in the data active means inhibition above about 35%, passing the limit was not always enough; inconclusive means no clear call, values can overlap the other calls; further: plate controls were buffer without enzyme for full effect and enzyme alone for no effect
The depositor's hits bear a star; i = inactive; u = inconclusive; x = not tested or not shown; & = joins results of further samples. Unless noted, no stated cut-off is given here; in the data, active means inhibition above about 30%; inconclusive means no clear call, values can overlap the other calls; inactive means below that. This is a subset; rates above refer to the full screens.

Molecule | Anthrax LF prot | MazF activator | BoNT A protease | BoNT-F LC inh | PrPC surface inh | 3CLpro inhibitor | CCHFV vOTU inh | DUSP3 inh | SSB-PriA inh | Rv3671c inh
CCOC(=O)C1(c2ccccc2)CCN(CCc2ccc(NC(=O)CCC(=O)O)cc2)CC1 | -7 | -3 | -0.5 | 2 | 5 | x | 1 | x | 0 | x
COc1ccc(N2CCN(C(=O)CSc3nnc4c(C)cc5c(C)cc(C)cc5n34)CC2)cc1 | 0 | -3 | 0.8 | -7 | -1 | -4 | -6 | 9 | 11 | 9
O=C(Nc1cccc(NC(=O)c2cccnc2)c1)c1cccnc1 | -18 | 4 | -1.0 | -12 | x | -1 | x | 10 | -4 | 1
CCCCC(CC)CNC(=O)C1CC=CCC1C(=O)O (centres undefined) | 0 | 5 | -0.2 | -6 | 5 | 4 | -8 | -10 | -16 | -1
CSCC[C@@H](CO)NC(=O)[C@H]1O[C@@H](n2ccc(=O)[nH]c2=O)[C@H](O)[C@@H]1O | -1 | x | -0.5 | -2 | -5 | x | 2 | x | x | x
COc1cccc(C(=O)N2CCC[C@H]2C(=O)N2CCC[C@H]2C(=O)N[C@H](C)c2ccccc2)c1 | -4 | x | -1.0 | 1 | -7 | x | 2 | x | x | x
COc1ccc(C(C(=O)Nc2ccc3c(c2)OCO3)N(C)C(=O)Cc2c[nH]c3ccccc23)cc1 (centres undefined) | 0 | -9 | -1.3 | -19 | 0 | 4 | -3 | -16 | 18 | 4
COc1ccc(-c2cnnn2-c2ccc(NC(=O)c3ccc(S(=O)(=O)N4CCCCC4)cc3)cc2)cc1 | 5 | 4 | 1.2 | 8 | 5 | -2 | -20 | 8 | 3&9 | -124
COc1ccc(CC(=O)Nc2ccc(S(=O)(=O)N(C)C3CCN(C)CC3)cc2)cc1 | -2 | 5 | 0.9 | -15 | -8 | x | 8 | x | 4 | 1
COc1ccc(C)cc1N1C(=N)/C(=C2/Nc3ccccc3S2)C(c2ccccc2)C1=O (centres undefined) | -2 | 6 | 1.2 | -3 | 5 | 1 | 12 | -8 | x | -7
Cc1ccccc1N1C(=O)CC(Nc2ccc3c(c2)OCO3)C1=O (centres undefined) | 0 | 2 | -1.0 | -4 | 2 | -1 | 6 | 13 | -9 | 1
COCCN(C(=O)COC(=O)c1ccco1)c1c(N)n(Cc2ccccc2)c(=O)[nH]c1=O | u | -3 | u | u | -8 | x | 4 | x | -2 | -5
CCCSc1nc(NCc2ccco2)c2c3c(sc2n1)COC(C)(CC)C3 (centres undefined) | -10 | -2 | -0.2 | -2 | 2 | 4 | 31* | 31 | -10 | -29
Cc1nnc(NC(=O)CSc2nc(CC(C)C)nc3c2c(=O)n(C)c(=O)n3C)s1 | -4 | 1 | -0.6 | -8 | 6 | 2 | -5 | 0 | 7 | 3
COCCN1Cc2cccc(C(=O)NCCc3ccccc3)c2C1=O | 2 | -3 | 0.9 | -7 | 4 | -2 | 8 | 20 | -13 | 3

Compound profiles (already shown). Order of values: Anthrax LF prot | MazF activator | BoNT A protease | BoNT-F LC inh | PrPC surface inh | 3CLpro inhibitor | CCHFV vOTU inh | DUSP3 inh | SSB-PriA inh | Rv3671c inh
`COc1ccc(CC(=O)Nc2ccc(S(=O)(=O)N(C)C3CCN(C)CC3)cc2)cc1` is listed as -2 | 5 | 0.9 | -15 | -8 | x | 8 | x | 4 | 1
`COc1cccc(C(=O)N2CCC[C@H]2C(=O)N2CCC[C@H]2C(=O)N[C@H](C)c2ccccc2)c1` is listed as -4 | x | -1.0 | 1 | -7 | x | 2 | x | x | x
`CCCCC(CC)CNC(=O)C1CC=CCC1C(=O)O` (centres undefined) is listed as 0 | 5 | -0.2 | -6 | 5 | 4 | -8 | -10 | -16 | -1

The list continues:
Molecule | Anthrax LF prot | MazF activator | BoNT A protease | BoNT-F LC inh | PrPC surface inh | 3CLpro inhibitor | CCHFV vOTU inh | DUSP3 inh | SSB-PriA inh | Rv3671c inh
Cc1ccc(C(=O)NCCSC(C)(C)C)cc1[N+](=O)[O-] | 1 | 1 | 0.6 | 2 | -7 | 6 | 1 | 2 | -10 | 0
Cc1nn(C)c(C)c1S(=O)(=O)N1CCCC(C(=O)N2CCN(c3ccc(Cl)cc3)CC2)C1 (centres undefined) | 0 | 9 | 1.3 | u | 6 | 0 | 16 | -5 | -7 | 1
CC(=O)N(CCCN(C)C)c1nc2ccc(C)cc2s1 | -11 | 2 | -1.8 | 1 | -11 | -2 | 18 | -8 | -3 | -4
COC(=O)C1=C(CSc2nc3c(cc2C#N)CN(C)CC3)OC(N)=C(C#N)C1c1ccccc1F (centres undefined) | -9 | 19 | 3.6 | -13 | x | 1 | x | 20 | -2 | -5
CCc1nnc(NC(=O)c2cc(C)oc2C)s1 | 0 | 3 | 1.1 | 5 | 4 | 3 | -1 | -7 | 7 | 8
C/C(=N\O)C(C)(C)NC(=O)Nc1ccc(Cl)cc1 | -2 | 0 | -0.4 | -12 | -1 | -3 | 2 | -12 | x | -8
C[C@H](NS(=O)(=O)c1c(Cl)cccc1Cl)C(=O)NNC(=O)COc1ccccc1F | 3 | 2 | -1.2 | -10 | 3 | x | 3 | x | -1 | 2
COc1cccc(/C=N/NC(=O)c2ccc(-n3cnnn3)cc2)c1 | -7 | -5 | 0.4 | -9 | -3 | x | -8 | x | x | x
CCc1nnc(NS(=O)(=O)c2ccc(NS(=O)(=O)c3ccccc3)cc2)s1 | -3 | -1 | 0.2 | 4 | 6 | 1 | -3 | -1 | -10 | -17
CCOc1cc(C(c2c(O)nc(SC)[nH]c2=O)c2c(O)nc(SC)[nH]c2=O)ccc1O | 6 | -133 | -1.1 | -7 | -1 | x | 3 | x | -13 | -10
CCOC(=O)c1sc(NS(=O)(=O)c2ccc(F)cc2)nc1C | -2 | 3 | -0.5 | -1 | -1 | 2 | 13 | 26 | 10 | -5
Cc1onc(-c2ccccc2)c1C(=O)N(Cc1ccccn1)Cc1ccccn1 | 1 | 2 | -3.2 | u | -3 | 0 | -2 | 22 | 2 | -1
COc1cccc(C=NNC(=S)NN=Cc2cccc(OC)c2OC)c1OC | -8 | 0 | -2.6 | -14 | 3 | x | -5 | x | -5 | x
CN1C(=O)CN=C(c2ccc[nH]2)c2cc(Cl)ccc21 (tested in a mixture with another compound) | 2 | 11 | -0.3 | -3 | -1 | x | 6 | x | x | x
O=C(NCc1ccccc1)N1CCCC1 | -5 | 5 | 0.7 | -16 | -3 | 1 | 0 | 5 | -8 | 2
CCO/N=C(\C)c1c(O)c2ccccc2n(C)c1=O | -2 | 7 | 0.6 | 3 | -4 | -5 | 7 | 6 | x | 1
CCOc1ccc(-c2cnc(SCC(N)=O)nc2N)cc1 | 1 | 0 | 0.1 | -1 | -6 | 0 | 10 | 10 | 4 | -2
NC1=C(O)C(=O)C(c2ccccc2)O1 (centres undefined) | -6 | -1 | 2.3 | 6 | -4 | -1 | -1 | 9 | 4 | 9
O=C(CN1C(=O)NC2(CCCC2)C1=O)OCCOc1ccc(Cl)cc1 | 2 | 2 | 2.1 | 15 | 8 | x | 15 | x | -1 | -8
CCC(=O)Oc1ccc2c(c1)O/C(=C\c1ccco1)C2=O | x | 691* | x | x | -20 | -4 | 12 | -3 | -7 | 4
O=C(O)Cn1nc(C(F)(F)F)c2c1CCC2 | 2 | -3 | 1.6 | 1 | 1 | 0 | -18 | 13 | -5 | 18
CN(Cc1ccccc1)c1nc2c(c(=O)n(C)c(=O)n2C)n1CCSc1ncccn1 | -8 | 16 | -0.1 | -5 | 2 | 2 | 0 | -9 | -18 | -3
Cc1ccccc1C(=O)NNC(=O)c1cccc(Br)c1 | 2 | 4 | -0.7 | -10 | -6 | 2 | 12 | -8 | -11 | 3
Cc1ccn2c(C(=O)CSc3ccccc3Cl)c(C)nc2c1 | 3 | -10 | -0.1 | -17 | 0 | 6 | 6 | 5 | -10 | -2
COc1cccc(C(O)c2nc(-c3ccc(Cl)cc3)cs2)c1 (centres undefined) | -2 | x | 0.2 | 6 | 5 | x | -4 | x | x | x
CC1(C(=O)NS(=O)(=O)Cc2ccccc2C(F)(F)F)CCN1C(=O)Cc1ccsc1 (centres undefined) | -3 | x | 0.0 | 5 | 3 | x | 6 | x | x | x
Nn1c(SCC(=O)Nc2ccc(F)cc2F)nnc1C1CCCCC1 | 0 | 5 | 12 | 30 | 6 | -1 | 7 | 10 | -10 | -19
CCOCCn1cnc2sc(C(=O)NCC(=O)OCC)c(C)c2c1=O | 0 | 0 | -2.5 | -51 | -4 | -1 | 8 | -9 | -15 | 4
Cc1ccc(NC(=O)COC(=O)c2ccc3ncsc3c2)c(C)c1 | -6 | 2 | -0.2 | -1 | 3 | x | -8 | x | x | x
Cc1cccc(N2CC34C=CC(O3)C(C(=O)O)C4C2=O)c1 (centres undefined) | 1 | -5 | -0.3 | -12 | -1 | 4 | 6 | 19 | 4 | 3
CCOC(=O)c1[nH]c(C)c(C(=O)OC(C)C(=O)Nc2ncc(Cl)cc2Cl)c1C (centres undefined) | 2 | 7 | -0.3 | -6 | 8 | 5 | 14 | 18 | -10 | -3
O=c1cccccc1NCc1ccccc1 | 9 | 0 | 1.0 | 5 | -8 | 5 | 6 | 2 | -10 | -15
COc1cc(/C=C(\C#N)C(=O)NCC2CCCO2)ccc1OC(=O)c1ccco1 (centres undefined) | -2 | 2 | 1.8 | -8 | 0 | x | 18 | x | 1 | 8
C/C(=N/NC(=O)c1sc(NS(=O)(=O)c2ccccc2)nc1C)c1sc(N)nc1C | -12 | 11 | 1.9 | 10 | -4 | -1 | 14 | 10 | x | 4
Cn1cccc1/C=N/N1CCN(Cc2cccc3ccccc23)CC1 | -16 | 5 | -4.8 | u | 7 | 0 | 3 | 9 | i | 0
COc1ccc(NS(=O)(=O)c2ccc(N3CCOCC3)c(NC(=O)c3ccco3)c2)cc1 | -1 | -13 | -0.1 | -8 | 6 | 4 | 14 | -8 | 13 | -15
O=C(COC(=O)c1cc(=O)c2ccccc2o1)Nc1c(F)c(F)c(F)c(F)c1F | -7 | 3 | -2.1 | 1 | 0 | x | -2 | x | -10 | x
Cc1cc(NC(=O)C23CC4CC(CC(C4)C2)C3)n[nH]1 | 0 | 0 | -1.3 | -15 | -4 | 0 | 2 | 9 | -14 | -10
Cc1ccc(-c2cccc(C3CC=CC4C3C(=O)N(Cc3ccccc3)C4c3ccc4ccccc4c3)c2)cc1 (centres undefined) | -2 | -16 | -0.6 | -12 | 0 | x | -3 | 7 | -3 | -2
COC(=O)CN1C(=O)C2(C(C#N)=C(N)Oc3c2c(C)nn3-c2ccccc2)c2ccccc21 (centres undefined) | -6 | 1 | -1.1 | -15 | -12 | 1 | 15 | 40 | -12 | 5
COC(=O)[C@H](Cc1ccccc1)NC(=O)NCCc1ccc(OC)cc1 | -1 | -2 | 1.2 | 9 | -5 | -2 | 9 | 19 | 13 | 9
O=C(COc1ccc(S(=O)(=O)NC2CCCCC2)cc1)Nc1ccc2c(c1)OCCO2 | -12 | 6 | -1.2 | -11 | 0 | 1 | -1 | 25 | 7 | -6
